# GPR55 LPI antagonism – GPR55 antagonists blocking LPI-driven arrestin recruitment, primary screen, imaging, U2OS, beta-arrestin-GFP, LPI agonist (AID 2013); U2OS GPR55 beta-arrestin-GFP translocation imaging, LPI antagonism; higher % means a stronger effect; inhibition, % at 10 µM, or IC50 in µM where a hit was titrated; hit rate 0.13% among 290,000;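 active = spots per cell inhibited over 60%, with over 100 cells counted and total cytoplasm intensity under 500,000; inconclusive = wells with under 100 cells, flagged as likely toxic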;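 note: U2OS cells stably carrying GPR55 and arrestin-GFP stimulated by 5 µM LPI near EC80; imaged beta-arrestin-GFP aggregate spots per cell after agonist stimulation; plate controls were LPI-stimulated DMSO wells for no effect and DMSO wells without LPI for full effect; some results filed as inactive read as strong as hits; confirmed hits need IC50 under 10 µM and bright autofluorescent wells are also inconclusive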
# NTR1 agonist – agonists of NTR1, primary screen, imaging, U2OS cells, beta-arrestin-GFP, high content (AID 493036); P30989; NTR1-U2OS beta-arrestin-GFP spot imaging, agonist mode; activation, % at 20 µM; hit rate 0.17% among 330,000;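 active = activation at or above 40% of the spot to cytoplasm intensity ratio, with at least 20 cells analyzed; inconclusive = wells under 20 cells, flagged as cytotoxic or low count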;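 note: 0% = DMSO without peptide and 100% = 100 nM NTR1 peptide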
# Target sequence (P30989 whole entry, looked up): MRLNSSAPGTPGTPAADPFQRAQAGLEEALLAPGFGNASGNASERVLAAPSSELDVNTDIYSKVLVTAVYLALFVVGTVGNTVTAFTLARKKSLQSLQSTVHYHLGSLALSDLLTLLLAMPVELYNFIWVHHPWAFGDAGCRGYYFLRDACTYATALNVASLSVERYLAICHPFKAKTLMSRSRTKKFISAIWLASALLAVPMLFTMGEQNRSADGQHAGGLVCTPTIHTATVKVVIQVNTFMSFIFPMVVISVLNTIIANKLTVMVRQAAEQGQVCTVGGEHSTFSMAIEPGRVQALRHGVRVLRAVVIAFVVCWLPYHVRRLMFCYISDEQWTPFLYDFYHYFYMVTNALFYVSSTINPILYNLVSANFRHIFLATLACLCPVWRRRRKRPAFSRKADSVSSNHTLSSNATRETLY
# Myeloid diff 2 – myeloid differentiation induction | calls only at 10 µM | ER-HoxA9 myeloid progenitors, lysozyme-GFP differentiation, flow cytometry | hit rate 1% among 360,000;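 active = normalized GFP-positive differentiation at or above the plate's own cutoff, the solvent-only control mean plus 3 SD; inconclusive = no clear call, values can overlap the other calls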;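 note: cells exposed to compound for four days before flow analysis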
# SIAH1 antagonists – blockers of Siah-1 interaction with plectin peptide – biochemical, fluorescence polarization, rhodamine-plectin, uHTS, primary screen (AID 1817) | hit rate 0.02% among 290,000 | displacement, % at 20 µM; hits with a dose series show IC50 in µM | Siah-1 / rhodamine-plectin peptide fluorescence polarization; higher % means a stronger effect;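 active = displacement of at least 50% at 20 µM, with a fluorescence ratio check between 0.3 and a set limit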;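 note: plate controls were Siah plus tracer with DMSO for no effect and tracer alone without Siah for full effect; strong numbers were not always called active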
# HIV fusion peptide – cell-free HIV fusion peptide-binding blockers – biochemical, uHTS, fluorescence dequenching, primary screen (AID 1986). cell-free peptide binding, fluorescence dequenching, 30 min; higher % means a stronger effect. inhibition, % at 20 µM, or IC50 in µM where a hit was titrated. hit rate 0.3% among 290,000; in the data active = inhibition mostly above about 52%, no sharp cut-off; inactive = mostly below about 76%; note: some results filed as inactive read as strong as hits
# GPR35 arrestin U2OS – GPR35 antagonists blocking zaprinast-driven arrestin recruitment, primary screen, imaging, U2OS, beta-arrestin-GFP, zaprinast agonist (AID 2058). hit rate 0.052% among 290,000. U2OS GPR35 beta-arrestin-GFP translocation imaging, zaprinast antagonism; higher % means a stronger effect. inhibition, % at 10 µM; hits with a dose series show IC50 in µM;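 active = inhibition of at least 50% with at least 30 cells and total cytoplasm GFP at most 10,000,000; inconclusive = under 30 cells or total GFP of 10,000,000 plus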
# LYP phosphatase – inhibitors of LYP phosphatase, biochemical, fluorescence intensity, uHTS (AID 1779). one-dose inhibition, % at 11.5 µM; IC50 in µM for titrated hits. hit rate 0.054% among 290,000. recombinant LYP phosphatase, fluorescence intensity; higher % means a stronger effect; in the data active = inhibition above about 50%;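 note: plate controls were vehicle with enzyme for no effect and no enzyme for full effect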
# Rac1 GTP hydrolysis – MgcRacGAP GTPase-activating activity inhibitors, confirmation, biochemical, ADP Hunter fluorescence. MgcRacGAP-stimulated Rac1 GTP hydrolysis, ADP Hunter fluorescence; higher % means a stronger effect; GST-tagged Rac1 F28L mutant substrate. one-dose inhibition, % at 30 µM; IC50 in µM for titrated hits. hit rate 0.6% among 340,000. AID 624330;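 active = first-screen hits whose inhibition reached a set limit at any dose in the follow-up dose series; inconclusive = inhibition above the set first-screen limit but never retested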;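 note: fluorescence reports GDP produced by GAP-driven GTP hydrolysis; strong numbers were not always called active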
# Salmonella PhoP GFP – PhoP-dependent GFP reporter repression – Salmonella Typhimurium, primary screen (AID 1863); S. Typhimurium PhoP-regulated promoter GFP reporter, 4 h; higher % means a stronger effect; one-dose inhibition, % at 50 µM; IC50 in µM for titrated hits; hit rate 0.16% among 300,000;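 active = inhibition over 29.93%, a cutoff 3 SD above the screen mean, later confirmed by dose response; inconclusive = inhibition over 29.93% but no dose response follow-up; inactive = inhibition at most 29.93% or unconfirmed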;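 note: 0% = low Mg2+ inducing control and 100% = high Mg2+ repressing control; strong numbers were not always called active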
# NTR1 agonist cell count 20 µM – recorded beside NTR1 agonist, whose call it bears; cell count; measured here: cell count, cytotoxicity flag
# Myeloid diff 2 GFP+ MAC1+ % – recorded beside Myeloid diff 2, whose call it bears; GFP+ MAC1+ double positive, %; measured here: differentiation confirmed by MAC1 staining
# Active calls of the source: *; i = inactive; ? = inconclusive; nt = not tested or not shown; + = active, no number.
SMILES,GPR55 LPI antagonism,NTR1 agonist,NTR1 agonist cell count 20 µM,Myeloid diff 2,Myeloid diff 2 GFP+ MAC1+ %,SIAH1 antagonists,HIV fusion peptide,GPR35 arrestin U2OS,LYP phosphatase,Rac1 GTP hydrolysis,Salmonella PhoP GFP
CC(C)C(NS(=O)(=O)c1cccc2nsnc12)C(=O)N1CCn2c1nc1ccccc12 (centres undefined),3%,-1.1,83,i,2.7,0%,1.8%,1%,0%,5%,-8%
CCN(CC)S(=O)(=O)c1cccc(C(=O)NC2=NCCS2)c1,5%,0.6,60,i,0.3,12%,1.9%,-6%,-8%,4%,3%
CC(=O)c1cccc(-n2nnnc2SCC(=O)Nc2cc(C)on2)c1,9%,0.9,60,i,0.2,2%,-0.2%,-2%,-2%,5%,1%
CCOc1ccc(N=Nc2c(C)[nH]n(-c3ccccc3)c2=O)cc1,99%,1.0,54,i,0.5,2%,8.8%,19%,-5%,-6%,-5%
O=C(NCCCN1CCOCC1)c1ccc2c(=O)n(Cc3ccccc3)c(=S)[nH]c2c1,0%,2.4,58,i,0.5,-2%,-1.3%,16%,-11%,7%,0%
CC(C)(CNC(=O)c1cc2c(s1)CCCC2)N1CCOCC1,nt,-0.5,58,i,0.9,nt,nt,nt,nt,8%,-7%
O=C(NC1CCCCC1)C(c1ccco1)N(C(=O)c1csnn1)c1ccccc1 (centres undefined),-4%,-0.6,47,i,0.7,5%,0.4%,9%,-1%,7%,2%
COc1ccc(C2NC(=O)c3ccccc3N2)cc1OC (centres undefined),4%,-0.1,59,i,0.9,-4%,-1.8%,8%,-7%,11%,-2%
CNc1nc(Cl)c(SC)c(NCc2ccc(F)cc2)n1,-4%,1.7,81,i,0.4,1%,-0.6%,4%,-6%,nt,4%
Cc1ccc(C(=O)NC2CCN(CC(=O)NCc3cccs3)CC2)cc1,7%,-1.0,51,i,2.3,-3%,0.2%,3%,-5%,-6%,1%
COc1ccc2[nH]c(C(=O)N3CCNCC3)cc2c1OC,0%,-1.7,80,i,0.3,2%,-0.3%,3%,-4%,10%,nt
CCOc1ccc(CCNC(=O)CCc2nc3ccccc3[nH]2)cc1OCC,-7%,0.5,67,i,0.7,-5%,1.0%,-12%,-3%,6%,-7%
CC(C)CCNC(=O)C1CCC(CNS(=O)(=O)c2cccc3nsnc23)CC1 (centres undefined),-3%,0.3,70,i,1.7,0%,-0.3%,12%,-7%,4%,1%
O=C(c1cc(-c2ccco2)on1)N1CCCc2ccccc21,19%,3.0,59,i,0.7,13%,-0.7%,15%,5%,9%,-9%
CCOc1ccc(S(=O)(=O)NCC2CCCO2)cc1 (centres undefined),8%,0.6,48,i,1.3,1%,-1.3%,3%,-9%,4%,-8%
COc1ccccc1Nc1ncnc2ccc(C)cc12,-3%,-0.9,24,i,0.4,5%,0.4%,-3%,6%,14%,7%
CCOC(=O)N1CCN(c2c(NCc3ccc(Cl)cc3)c(=O)c2=O)CC1,15%,0.8,93,i,1.9,1%,0.6%,-13%,-9%,8%,-1%
Oc1ccc(-c2ccccc2)cc1CN1CCCCCC1,6%,-0.5,91,i,0.6,0%,1.3%,-1%,-6%,23%,2%
COc1ccc(C(=O)NN2CCOCC2)cc1[N+](=O)[O-],6%,1.0,43,i,1.3,6%,0.8%,-9%,-9%,6%,-5%
COc1ccc(CN(Cc2nc3ccccc3c(=O)[nH]2)C(=O)c2ccco2)cc1,-7%,-1.4,40,i,0.6,-1%,1.8%,19%,-8%,-1%,4%
O=C1CCN(S(=O)(=O)c2ccccc2)C2CCCCC12 (centres undefined),6%,-0.6,80,i,1.1,10%,-0.2%,-17%,-4%,-4%,-6%
OCCN1CCN(c2nc(-c3ccccc3)c3cc(Cl)ccc3n2)CC1,33%,2.0,42,i,1.1,2%,-4.8%,5%,-11%,11%,6%
Cc1cccc(C(=O)Nc2ccc(S(=O)(=O)N3CCOCC3)cc2)c1[N+](=O)[O-],-16%,-0.3,50,i,0.1,2%,0.8%,-10%,-8%,7%,-6%
Cc1ccc(Cc2c(C)nc3nc(SCC(=O)NCCCN4CCCCC4)nn3c2C)cc1,1%,0.9,54,i,1.5,3%,0.4%,6%,-9%,5%,4%
COc1cc2c(cc1OC)CN(C(=O)c1ccc(S(=O)(=O)N3CCCCC3)cc1)CC2,4%,-0.6,50,i,0.5,4%,-2.1%,-8%,-11%,9%,-5%
CSc1nc(SCC(=O)NC(c2ccccc2)c2ccccc2)c2c3c(sc2n1)CN(C)CC3,7%,-0.2,87,i,0.6,3%,3.8%,8%,-15%,14%,-2%
O=C(NC12CC3CC(CC(C3)C1)C2)c1cccnc1,9%,0.2,57,i,4.3,0%,-0.6%,2%,-5%,5%,-5%
Cc1c(O)ccc2c(=O)c(Oc3ccccc3)coc12,2%,1.2,85,i,0.6,-4%,-0.2%,-1%,-1%,10%,-2%
O=C(CSc1n[nH]c(-c2cccnc2)n1)Nc1ccc(Br)cc1,-4%,0.2,47,i,0.9,1%,4.5%,-4%,3%,9%,-1%
CCOC(=O)C(=O)Nc1ccc(OCc2ccccc2)cc1,8%,0.5,65,i,0.5,15%,-0.9%,8%,-7%,12%,nt
CCCCn1c(CN2CCN(c3ccc(F)cc3)CC2)nc2c1c(=O)n(C)c(=O)n2C,1%,5.0,57,i,1.8,1%,-0.8%,-10%,-8%,3%,8%
Cc1cc(NC(=O)c2cc(F)c(F)cc2Cl)no1,-6%,11,25,i,0.2,1%,2.0%,-2%,-3%,10%,3%
O=S(=O)(c1ccc(-c2ccon2)s1)N1CCN(c2ccccn2)CC1,8%,0.5,38,i,0.4,-5%,-0.6%,33%,-2%,6%,-3%
COc1cc2[nH]c3c(=O)n(CCN(C(C)C)C(C)C)cnc3c2cc1OC,-7%,-0.6,50,i,0.8,1%,0.3%,-1%,-1%,23%,-2%
O=C(Cn1cnc(S(=O)(=O)N2CCCCC2)c1)N1CCN(c2ccc([N+](=O)[O-])cc2)CC1,-13%,-1.3,55,i,1.1,0%,-3.4%,22%,-10%,10%,1%
N#Cc1c(-c2ccccc2Cl)cc(-c2ccccc2)nc1Br,5%,3.3,42,i,0.6,-3%,2.8%,-14%,3%,-11%,-10%
Cc1ccc(/C=C2/NC(=O)N(Cc3ccccc3F)C2=O)s1,0%,22,87,+,1.4*,0%,64%*,12%,-8%,2%,-33%
CCCCN1C(=O)CC(Sc2ncccc2C(=O)O)C1=O (centres undefined),-7%,0.0,41,i,0.8,5%,0.6%,-7%,-8%,4%,4%
CN1CCN(S(=O)(=O)c2cccc(C(=O)Oc3ccc(C(C)(C)C)cc3)c2)CC1,nt,9.1,59,i,0.8,nt,nt,nt,nt,6%,1%
O=C(NCc1cccs1)C1CC1,4%,0.1,40,i,0.4,-1%,-0.4%,7%,2%,3%,5%
COc1ccc([N+](=O)[O-])c(OC)c1C(=O)Nc1ccc(F)cc1F,13%,-1.2,55,i,0.8,5%,0.5%,6%,1%,4%,-12%
Cc1nn(-c2ccc(F)cc2)c(Cl)c1/C=C(\CC(=O)O)c1nc2ccccc2s1,-18%,2.1,76,i,6.3,0%,8.2%,-4%,1%,9%,-5%
CN(C)CC(C)(C)CNCc1cc(=O)oc2ccc3ccccc3c12,4%,1.4,38,i,0.6,4%,-0.7%,2%,-9%,5%,1%
O=C(OCCC1Oc2cccnc2NC1=O)c1ccc(Cl)cc1 (centres undefined),0%,1.9,69,i,0.7,-2%,0.8%,2%,2%,3%,1%
COCCNC(=O)c1ccccc1NS(=O)(=O)c1ccc(Br)s1,6%,2.5,60,i,7.0,3%,1.2%,-3%,1%,7%,30%
CC1(C)CC(=O)C2=C(C1)Nc1cc3c(cc1C2c1ccc2c(c1)OCO2)OCO3 (centres undefined),-5%,3.0,46,i,1.2,-3%,-2.3%,-1%,-6%,11%,3%
O=C(CCCN1C(=O)C2CC=CCC2C1=O)Nc1ccccc1Cl (centres undefined),-17%,-0.5,63,i,1.2,0%,-1.4%,10%,-10%,6%,6%
CCSc1oc(-c2ccco2)nc1S(=O)(=O)c1ccc(F)cc1,-3%,-0.2,80,i,1.2,20%,16%,-8%,8%,6%,3%
Cc1c(NC(=O)CSc2nnnn2C)c(=O)n(-c2ccccc2)n1C,9%,-0.1,57,i,1.0,-6%,-1.6%,-6%,-9%,5%,2%
CCN(CCN1CCCC1)C(=O)c1cc(COc2ccccc2SC)on1,11%,-0.1,64,i,0.3,4%,2.1%,2%,-3%,7%,-4%
Nc1cc(C(=O)O)ccc1N1CCCCCC1,6%,0.3,39,i,0.5,-1%,-0.8%,-12%,-6%,10%,-1%
CCOc1ccc(S(=O)(=O)NNC(=S)Nc2ccc(Br)cc2)cc1,-5%,-1.0,70,i,1.0,3%,3.7%,-2%,1%,12%,44%
CN1CCN(c2nc3c(c(=O)n(C)c(=O)n3C)n2CC(=O)C23CC4CC(CC(C4)C2)C3)CC1,5%,0.1,78,i,2.4,-4%,27%,9%,-8%,4%,-2%
O=C(Nc1nc2ccc(F)cc2s1)Oc1ccccc1,9%,0.8,56,i,0.4,-5%,0.0%,8%,-10%,7%,5%
Cc1ccc(S(=O)(=O)NC(CC(=O)NCC2CCCO2)c2ccco2)cc1 (centres undefined),16%,-1.7,41,i,0.6,3%,3.2%,2%,3%,10%,-2%
COc1ccc(N2CCN(S(=O)(=O)CCNC(=O)CCCc3ccccc3)CC2)cc1,nt,-0.7,65,i,1.2,nt,nt,nt,nt,-1%,-4%
CCOC(=O)c1ccccc1NC(=O)c1cncc(Br)c1,8%,nt,nt,i,1.0,-6%,-2.4%,16%,-5%,9%,4%
Cn1ccnc1Sc1ccc(C=O)cc1[N+](=O)[O-],2%,-0.8,54,i,0.1,0%,1.4%,-2%,1%,2%,-4%
CCc1nnc(SCC(=O)Nc2nnc(C)s2)n1CC1CCCO1 (centres undefined),1%,-1.0,62,?,nt,-5%,-2.0%,6%,-3%,-4%,-7%

# Assay outcomes from PubChem BioAssay.
